BoNT F protease: inhibitors of Botulinum neurotoxin F light chain protease; Multiplex microsphere protease cleavage assay, flow cytometry; inhibition, % at 10 µM; 360,000 compounds, 0.22% hits; in the data active = inhibition above about 35%, passing the limit was not always enough; inconclusive = no clear call, values can overlap the other calls; also: plate controls were buffer without enzyme for full effect and enzyme alone for no effect
Mtb UGM inh: inhibitors of M. tuberculosis UDP-galactopyranose mutase. P9WIQ1. purified UGM, fluorescence polarization probe displacement. inhibition, % at 10 µM. 320,000 compounds, 0.06% hits. AID 504406; in the data active = inhibition above about 10%, passing the limit was not always enough; inconclusive = no clear call, values can overlap the other calls
Anthrax LF prot: inhibitors of Bacillus anthracis lethal factor protease; 360,000 compounds, 0.12% hits; multiplex microsphere protease cleavage assay, LF; inhibition, % at 10 µM; also: plate controls were buffer without enzyme for full effect and enzyme alone for no effect
Target sequence (P15917 whole entry, looked up): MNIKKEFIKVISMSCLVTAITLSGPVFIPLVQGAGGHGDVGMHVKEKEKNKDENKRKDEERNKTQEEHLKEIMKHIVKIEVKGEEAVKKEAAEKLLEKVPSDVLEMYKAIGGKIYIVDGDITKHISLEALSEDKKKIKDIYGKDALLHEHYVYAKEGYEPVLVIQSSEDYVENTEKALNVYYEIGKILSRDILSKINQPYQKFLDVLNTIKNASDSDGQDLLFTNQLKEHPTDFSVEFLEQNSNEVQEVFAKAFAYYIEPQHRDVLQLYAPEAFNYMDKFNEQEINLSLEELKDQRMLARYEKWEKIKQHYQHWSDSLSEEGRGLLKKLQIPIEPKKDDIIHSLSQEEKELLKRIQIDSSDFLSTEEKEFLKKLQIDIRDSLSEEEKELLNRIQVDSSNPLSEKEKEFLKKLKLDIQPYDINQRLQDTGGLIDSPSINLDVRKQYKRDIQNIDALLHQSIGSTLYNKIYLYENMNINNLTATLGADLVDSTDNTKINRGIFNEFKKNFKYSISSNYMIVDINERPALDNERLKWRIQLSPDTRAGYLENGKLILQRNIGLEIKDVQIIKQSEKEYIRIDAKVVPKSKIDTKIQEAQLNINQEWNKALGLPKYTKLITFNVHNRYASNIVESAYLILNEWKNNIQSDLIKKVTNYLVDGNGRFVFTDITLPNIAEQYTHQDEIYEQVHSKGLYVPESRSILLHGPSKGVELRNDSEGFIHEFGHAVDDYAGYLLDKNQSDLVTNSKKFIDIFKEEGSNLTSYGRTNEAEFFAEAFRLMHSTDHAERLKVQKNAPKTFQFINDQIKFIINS
FadD28 binding: blocks FadD28 binding to the bisubstrate probe | fluorescence polarization | inhibition, % at 12.5 µM | AID 588549 | 360,000 compounds, 0.22% hits; in the data active = inhibition above about 8.5%, passing the limit was not always enough; inconclusive = no clear call, values can overlap the other calls
PfHsp40 yeast: rescue of PfHsp40-mediated yeast toxicity. 340,000 compounds, 0.68% hits. growth rescue, % at 12.5 µM. AID 504582. S. cerevisiae expressing PfHsp40, growth rescue, ATP luminescence; in the data active = growth rescue above about 28%, passing the limit was not always enough; inconclusive = no clear call, values can overlap the other calls;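 also: yeast W303a lacking pdr1 and pdr3 grown in galactose medium; growth measured after three days at 30 °C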
BoNT-A LC inh2: inhibitors of Botulinum neurotoxin A light chain protease; multiplex microsphere protease substrate cleavage, flow cytometry; inhibition, % at 10 µM; 360,000 compounds, 0.17% hits; AID 588499; also: plate controls were buffer without enzyme for full effect and enzyme alone for no effect
Mtb BioA inh: inhibitors of Mycobacterium tuberculosis BioA enzyme; purified M. tuberculosis BioA enzyme, plate reader; inhibition, % at 9.99 µM; 360,000 compounds, 0.096% hits; AID 602481; in the data active = inhibition above about 40%; inconclusive = no clear call, values can overlap the other calls
GDH-TPI counter: GDH-TPI coupled enzyme inhibition counter-screen; inhibition, % at 4.8 µM; GDH-TPI coupled enzyme counterscreen, NADH absorbance; 360,000 compounds, 1.2% hits; in the data active = inhibition above about 30%;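 also: 0% = DMSO wells and 100% = wells lacking the enzyme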
FBA Mtb inh: inhibitors of M. tuberculosis fructose-bisphosphate aldolase | P9WQA3 | AID 588726 | 360,000 compounds, 2.3% hits | inhibition, % at 1 µM | purified M. tuberculosis FBA, fluorescence read-out; in the data active = inhibition above about 27%;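 also: 0% = vehicle and 100% = reference inhibitor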
An asterisk follows results filed as active; & = joins results of further samples. Rule as the data show it, unless noted: active = inhibition above about 30%; inconclusive = no clear call, values can overlap the other calls; inactive = below that.

C[C@H]1CN([C@@H](C)CO)C(=O)Cc2cc(NC(=O)CCN3CCOCC3)ccc2O[C@@H]1CN(C)Cc1ccc(Oc2ccccc2)cc1 was read as BoNT F protease -19, Mtb UGM inh -0.4, Anthrax LF prot -11, FadD28 binding -5.6, PfHsp40 yeast -0.8, BoNT-A LC inh2 -1.3, Mtb BioA inh -3.1&1.3, GDH-TPI counter 4 and FBA Mtb inh 5.
Screening O=C(NCCCn1ccnc1)C(Cc1ccc([N+](=O)[O-])cc1)N1C(=O)c2ccccc2C1=O (configuration not stated) returned BoNT F protease 2, Mtb UGM inh -2.3, Anthrax LF prot 7, FadD28 binding -4.1, PfHsp40 yeast -0.2, BoNT-A LC inh2 0.5, Mtb BioA inh 0.0, GDH-TPI counter 7 and FBA Mtb inh 1.
For COc1ccc2[nH]c(=O)c(CN(Cc3ccccc3)Cc3nnnn3CC3CCCO3)cc2c1 (configuration not stated) the results were BoNT F protease -11, Mtb UGM inh -1.1, Anthrax LF prot -6, FadD28 binding -1.3, PfHsp40 yeast 0.8, BoNT-A LC inh2 -0.6, Mtb BioA inh 0.2, GDH-TPI counter 16 and FBA Mtb inh 24.
Screening Cc1cc2nc[nH]c(=O)n2n1 returned BoNT F protease -1, Anthrax LF prot 3, FadD28 binding -0.4, BoNT-A LC inh2 0.2, GDH-TPI counter -3 and FBA Mtb inh 2.
COc1ccc(-c2nnc(SCC(=O)O)n2C)cc1OC was read as BoNT F protease -4, Mtb UGM inh -0.4, Anthrax LF prot 2, FadD28 binding -3.1, PfHsp40 yeast -1.8, BoNT-A LC inh2 0.4, GDH-TPI counter -3 and FBA Mtb inh 3.
For O=[N+]([O-])c1ccc(COc2cccc(CN3CCCC3)c2)cc1 the results were BoNT F protease -2, Anthrax LF prot -1, FadD28 binding -3.6, PfHsp40 yeast 0.2, BoNT-A LC inh2 0.4, Mtb BioA inh -2.6, GDH-TPI counter 18 and FBA Mtb inh 5.
Cn1c(=NC(=O)c2ccco2)sc2cccc(F)c21 was read as BoNT F protease -10, Mtb UGM inh 0.9, Anthrax LF prot -7, FadD28 binding -3.3, PfHsp40 yeast -0.5, BoNT-A LC inh2 -0.2, Mtb BioA inh -2.4, GDH-TPI counter 51* and FBA Mtb inh 2.
`CCc1ccc(C(=O)C[n+]2cccc3cc(OC)ccc32)cc1` gave BoNT F protease -21, Mtb UGM inh -1.1, Anthrax LF prot 1, FadD28 binding -1.9, PfHsp40 yeast -1.1, BoNT-A LC inh2 -2.2, Mtb BioA inh -1.0, GDH-TPI counter 6 and FBA Mtb inh 41*.
CCc1nc2ccc(C(=O)Nc3cccc(OC)c3)cn2c1N(CC)Cc1cccc(Br)c1 was read as BoNT F protease 1, Anthrax LF prot -4, FadD28 binding -0.8, BoNT-A LC inh2 -0.4, Mtb BioA inh -2.1, GDH-TPI counter 8 and FBA Mtb inh 2.
Screening Cc1ccc(/C=C(\C#N)C(=O)Nc2c(C)cccc2C)s1 returned BoNT F protease -3, Mtb UGM inh -0.1, Anthrax LF prot -3, FadD28 binding -1.0, PfHsp40 yeast -0.3, BoNT-A LC inh2 -1.1, GDH-TPI counter 45* and FBA Mtb inh 3.
Screening CC(C)c1ccc(NC(=O)COC(=O)CC2CCCC2)cc1 returned BoNT F protease -6, Mtb UGM inh -2.1, Anthrax LF prot -1, FadD28 binding 1.6, PfHsp40 yeast 3.0, BoNT-A LC inh2 1.8, Mtb BioA inh 1.3, GDH-TPI counter -4 and FBA Mtb inh -3.
`O=C(Cn1nc(Cc2cccnc2)c2ccccc2c1=O)NCC1COc2ccccc2O1` (configuration not stated) gave BoNT F protease -3, Mtb UGM inh -2.7, Anthrax LF prot 1, FadD28 binding -0.9, PfHsp40 yeast -1.1, BoNT-A LC inh2 -0.4, Mtb BioA inh -2.9, GDH-TPI counter 3 and FBA Mtb inh -2.
CC(C)C[C@H]1CN([C@@H](Cc2ccccc2)CN2CCC[C@@H]2CN2C(=O)C(=O)NC[C@@H]2Cc2ccc(O)cc2)C(=O)C(=O)N1CC1CCCCC1 was read as BoNT F protease -5, Anthrax LF prot -10, FadD28 binding -2.4, BoNT-A LC inh2 0.0, Mtb BioA inh -1.4 and FBA Mtb inh -1.
Screening COC(=O)c1ccc2c(=O)n(CCN3CCOCC3)c(SCC(=O)Nc3ccc(OC)cc3OC)nc2c1 returned BoNT F protease 2, Mtb UGM inh -1.0, Anthrax LF prot -3, FadD28 binding 0.6, PfHsp40 yeast 0.6, BoNT-A LC inh2 -1.6, Mtb BioA inh -3.9, GDH-TPI counter 11 and FBA Mtb inh 3.
COc1cc2c(cc1O)CCN(C(=O)CSc1nncn1C)[C@@H]2C was read as BoNT F protease -3, Mtb UGM inh 1.9, Anthrax LF prot -2, FadD28 binding 0.2, PfHsp40 yeast -1.2, BoNT-A LC inh2 -0.2, Mtb BioA inh 0.2, GDH-TPI counter 3 and FBA Mtb inh 4.
`O=C(c1cccc([N+](=O)[O-])c1)N(c1ccccn1)c1ccccn1` gave BoNT F protease 2, Mtb UGM inh 3.0, Anthrax LF prot 2, FadD28 binding 1.3, PfHsp40 yeast -1.5, BoNT-A LC inh2 1.0, GDH-TPI counter 3 and FBA Mtb inh 2.
Screening COCCNC(=O)c1ccccc1NC(=O)CSc1ccc(C)cc1 returned BoNT F protease -5, Mtb UGM inh 0.4, Anthrax LF prot -1, FadD28 binding -1.1, PfHsp40 yeast -1.0, BoNT-A LC inh2 0.0, GDH-TPI counter 2 and FBA Mtb inh 1.
`Cc1[nH]n(-c2ccccc2)c(=O)c1-c1cccc(Cl)c1` gave BoNT F protease inconclusive, Mtb UGM inh 1.8, Anthrax LF prot 0, FadD28 binding -0.2, PfHsp40 yeast -1.3, BoNT-A LC inh2 1.7, Mtb BioA inh 2.0, GDH-TPI counter -7 and FBA Mtb inh 0.
For COc1ccc(/C=N/NC(=S)Nc2ccccc2)cc1COc1ccc(F)cc1F the results were BoNT F protease 32, Mtb UGM inh 2.3, Anthrax LF prot 0, FadD28 binding -2.8, PfHsp40 yeast -0.3, BoNT-A LC inh2 4.1, GDH-TPI counter 15 and FBA Mtb inh 2.
Screening CCc1[nH]nc2c1C1(C(=O)N(Cc3ccccc3)c3ccccc31)C(C#N)=C(N)O2 (configuration not stated) returned BoNT F protease -4, Mtb UGM inh 3.7, Anthrax LF prot -6, FadD28 binding -3.7, PfHsp40 yeast 0.9, BoNT-A LC inh2 0.2, Mtb BioA inh 4.2, GDH-TPI counter 1 and FBA Mtb inh -3.
For Cc1ccc(C(=O)N/C(=C\c2ccco2)C(=O)NCCN2CCOCC2)cc1 the results were BoNT F protease -39, Mtb UGM inh -1.1, Anthrax LF prot -9, FadD28 binding -1.0, PfHsp40 yeast 0.9, BoNT-A LC inh2 -2.3, Mtb BioA inh -1.8, GDH-TPI counter 8 and FBA Mtb inh 1.
`COc1cccc(/C(C#N)=C/c2c(-c3ccc(Cl)cc3)nc3c(C)cccn23)c1` gave BoNT F protease -6, Mtb UGM inh -0.2, Anthrax LF prot -4, FadD28 binding -1.0, PfHsp40 yeast -0.4, BoNT-A LC inh2 -0.3, GDH-TPI counter 7 and FBA Mtb inh -4.
O=C(NN1C(=O)c2ccccc2C1=O)C1CCCCC1 was read as BoNT F protease 15, Mtb UGM inh 3.2, Anthrax LF prot 3, FadD28 binding 0.7, PfHsp40 yeast 2.1, BoNT-A LC inh2 0.5, Mtb BioA inh -5.0, GDH-TPI counter 10 and FBA Mtb inh 5.
For NS(=O)(=O)c1ccc(-c2ccc(/C=C3\C(=O)Nc4cc(Cl)ccc43)o2)cc1 the results were BoNT F protease 4, Anthrax LF prot -5, FadD28 binding -3.6, PfHsp40 yeast 0.9, BoNT-A LC inh2 -0.7, Mtb BioA inh -3.2, GDH-TPI counter 11 and FBA Mtb inh -2.
For Nc1c(Br)cc(Br)c2c1[nH]c(=O)c1ccccc12 the results were BoNT F protease 4, Anthrax LF prot 8, FadD28 binding -1.5, BoNT-A LC inh2 5.7, GDH-TPI counter 7 and FBA Mtb inh -4.
Screening CCn1c(=S)[nH]c2sc3c(c2c1=O)CCCCC3 returned BoNT F protease -3, Mtb UGM inh 1.0, Anthrax LF prot -1, FadD28 binding 0.2, PfHsp40 yeast -0.2, BoNT-A LC inh2 -0.1, GDH-TPI counter 16 and FBA Mtb inh 0.
For Nc1cc(N)nc(SCC(=O)N2CCc3ccccc32)n1 the results were BoNT F protease -3, Mtb UGM inh -0.9, Anthrax LF prot 1, FadD28 binding -0.9, PfHsp40 yeast 0.5, BoNT-A LC inh2 0.4, Mtb BioA inh 0.3, GDH-TPI counter 7 and FBA Mtb inh 1.
COc1ccc2c(c1)c(=O)cc(C)n2CC(=O)NCc1ccco1 was read as BoNT F protease -18, Mtb UGM inh 0.3, Anthrax LF prot 0, FadD28 binding 0.2, PfHsp40 yeast -0.4, BoNT-A LC inh2 -0.5, Mtb BioA inh -1.8, GDH-TPI counter 6 and FBA Mtb inh -1.
Screening COc1ccc(S(=O)(=O)N2CCN(CC(O)COc3ccc(CC#N)cc3)CC2)cc1OC (configuration not stated) returned BoNT F protease 5, Mtb UGM inh 0.6, Anthrax LF prot 4, FadD28 binding -0.3, PfHsp40 yeast -1.5, BoNT-A LC inh2 1.4, Mtb BioA inh -1.2, GDH-TPI counter 6 and FBA Mtb inh 0.
COc1ccc(NC(=S)N2CCN(S(=O)(=O)c3ccccc3)CC2)cc1 was read as BoNT F protease 5, Mtb UGM inh 1.1, Anthrax LF prot -2, FadD28 binding -2.4, PfHsp40 yeast -0.4, BoNT-A LC inh2 1.4, Mtb BioA inh 1.2, GDH-TPI counter 5 and FBA Mtb inh 2.
CCc1ccc(OCC(=O)Oc2ccc([N+](=O)[O-])cc2)cc1 was read as BoNT F protease inconclusive, Mtb UGM inh 0.9, Anthrax LF prot -13, FadD28 binding -0.7, PfHsp40 yeast -0.6, BoNT-A LC inh2 1.8, Mtb BioA inh -0.6, GDH-TPI counter 15 and FBA Mtb inh -3.
Screening CN(C)c1ccc(C=Nc2cnn(C)c2C(N)=O)cc1 returned BoNT F protease -2, Mtb UGM inh -0.5, Anthrax LF prot 0, FadD28 binding -0.8, PfHsp40 yeast 0.1, BoNT-A LC inh2 -0.8, Mtb BioA inh 0.7, GDH-TPI counter 35* and FBA Mtb inh -2.
`COc1ccccc1Nc1nc2ccc(C)cc2cc1C#N` gave BoNT F protease 24, Mtb UGM inh 0.5, Anthrax LF prot 1, FadD28 binding -0.5, PfHsp40 yeast -1.5, BoNT-A LC inh2 5.5, Mtb BioA inh -1.2, GDH-TPI counter 7 and FBA Mtb inh 3.
`CCCn1nnc(NC(=O)c2ccc([N+](=O)[O-])cc2Cl)n1` gave BoNT F protease -5, Mtb UGM inh 1.6, Anthrax LF prot 0, FadD28 binding -2.4, PfHsp40 yeast -0.7, BoNT-A LC inh2 0.1, GDH-TPI counter 1 and FBA Mtb inh 1.
C=CCNc1nnc(C)c2ccccc12 was read as BoNT F protease -9, Mtb UGM inh -1.3, Anthrax LF prot -2, FadD28 binding -0.6, PfHsp40 yeast -1.3, BoNT-A LC inh2 -0.1, Mtb BioA inh -2.5, GDH-TPI counter 8 and FBA Mtb inh 3.
Screening CCOC(=O)CSc1nnc(CNC(=O)c2ccc(OC)cc2)n1C1CCCCC1 returned BoNT F protease -4, Mtb UGM inh 2.0, Anthrax LF prot -5, FadD28 binding -1.6, PfHsp40 yeast -1.0, BoNT-A LC inh2 0.2, GDH-TPI counter -5 and FBA Mtb inh 0.
Screening C=C(C)c1cccc(C(C)(C)NC(=O)Nc2ccccc2OCC)c1 returned BoNT F protease 8, Mtb UGM inh 3.7, Anthrax LF prot 1, FadD28 binding 0.8, PfHsp40 yeast 0.0, BoNT-A LC inh2 -0.2, GDH-TPI counter 8 and FBA Mtb inh 0.

High-throughput results (PubChem BioAssay)
